Source: PubChem BioAssay (several laboratories)
Kir21 block: Kir2.1 (mouse) channel inhibition; actives 0.85% (n = 310,000); B-score at 10 µM; P35561; HEK293-Kir2.1, FluxOR thallium flux fluorescence; hits give low values;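 active means fluorescence ratio B-score at or below minus 3 SD of library scores, with starting-brightness B-score within 2 SD, cut at about -4.2 in these data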;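 further: channel flux triggered by added potassium and thallium sulfate stimulus; B-score of peak minus minimum fluorescence over baseline after thallium stimulus; more negative B-score means stronger Kir2.1 block with less thallium influx; some compounds called inactive have numbers as strong as hits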
Target sequence (P35561 whole entry, looked up): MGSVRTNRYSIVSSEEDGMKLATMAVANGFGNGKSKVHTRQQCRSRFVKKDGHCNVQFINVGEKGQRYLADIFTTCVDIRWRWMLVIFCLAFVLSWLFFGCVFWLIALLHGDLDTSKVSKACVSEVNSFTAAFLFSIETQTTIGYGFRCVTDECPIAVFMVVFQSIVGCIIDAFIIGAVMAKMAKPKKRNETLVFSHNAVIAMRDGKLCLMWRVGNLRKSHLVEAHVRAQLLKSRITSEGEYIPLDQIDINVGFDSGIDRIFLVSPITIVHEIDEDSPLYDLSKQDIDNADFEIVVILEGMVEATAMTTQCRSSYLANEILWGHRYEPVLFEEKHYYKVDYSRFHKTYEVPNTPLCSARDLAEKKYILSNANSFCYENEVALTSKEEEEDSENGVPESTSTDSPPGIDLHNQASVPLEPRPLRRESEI
STK33 kinase inh: inhibitors of human STK33 kinase. Q9BYT3. purified STK33, MBP phosphorylation, ADP-Glo luminescence. inhibition, % at 10 µM. actives 0.073% (n = 320,000). AID 2661;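 active means inhibition at or above 25%, using the most active replicate where run in duplicate; inactive means inhibition below 25%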
Target sequence (Q9BYT3 whole entry, looked up): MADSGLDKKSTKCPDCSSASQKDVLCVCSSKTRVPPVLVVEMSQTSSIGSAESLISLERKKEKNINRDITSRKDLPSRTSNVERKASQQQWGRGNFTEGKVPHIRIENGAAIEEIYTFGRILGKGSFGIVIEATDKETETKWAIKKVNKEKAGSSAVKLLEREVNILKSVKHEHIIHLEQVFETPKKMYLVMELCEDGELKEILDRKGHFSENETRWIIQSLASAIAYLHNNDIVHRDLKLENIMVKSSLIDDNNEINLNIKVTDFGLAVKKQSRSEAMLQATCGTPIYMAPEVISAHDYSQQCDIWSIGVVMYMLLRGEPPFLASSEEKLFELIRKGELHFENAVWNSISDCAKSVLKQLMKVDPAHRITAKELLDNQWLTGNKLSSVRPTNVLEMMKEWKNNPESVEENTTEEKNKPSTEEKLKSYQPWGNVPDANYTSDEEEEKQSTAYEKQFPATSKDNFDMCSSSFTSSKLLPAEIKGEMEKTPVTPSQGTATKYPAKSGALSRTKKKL
The depositor's hits bear a star; . = no result given.

Second line of a record: Kir21 block	STK33 kinase inh
(1) O=C(O)CCN1C(=O)/C(=C\c2cccc(OCc3ccccc3)c2)SC1=S
  -1.3	-1.5
(2) Cn1ncn2c(=O)c3c(nc12)-c1ccccc1CC31CCCC1
  3.4	2.1
(3) CN(C)CCNC(=O)c1csc(Nc2cccc3ccccc23)n1
  0.29	9.8
(4) Cc1ccc(O)c(CNc2cccc3cccnc23)c1
  0.35	.
(5) C[N+]12CCCCC1C(COC(=O)c1ccc3c(c1)OCO3)CCC2 (stereo not given)
  -0.12	-3.1
(6) Cc1sc(NC(=O)c2ccc(OCC(C)C)cc2)c(C(N)=O)c1-c1ccc(Cl)cc1Cl
  2.2	-0.5
(7) CCc1nc2ccccc2n1CC(=O)N(C(C)CC)C1CCS(=O)(=O)C1 (stereo not given)
  -0.26	-2.4
(8) Cc1nc2ccccc2c(=O)n1CCc1ccccc1
  -0.96	0.6
(9) O=C(COc1ncnc2sccc12)Nc1ccc(F)cc1F
  -0.01	-1.4
(10) Fc1ccc(N2CCN(c3ncnc4nc[nH]c34)CC2)cc1
  -0.98	-0.1
(11) CC1=NN(c2ccc(Cl)c(C(=O)O)c2)C(=O)/C1=C/c1ccc(-c2ccccc2[N+](=O)[O-])o1
  0.01	-2.7
(12) Cc1ccc(N2CCN(CC(O)COc3ccccc3)CC2)cc1 (stereo not given)
  0.35	-0.5
(13) NC(Cc1ccc2nsnc2c1)C(=O)O (stereo not given)
  -0.62	-0.4
(14) CCn1c(O)c(N=NC(=O)C(O)c2ccccc2)c2ccccc21 (stereo not given)
  -0.01	1.2
(15) COCC(=O)Nc1nc2ccc(C)cc2s1
  1.3	0.1
(16) Cc1ccc(S(=O)(=O)NC(=O)c2cccn2C)cc1
  0.15	-0.5
(17) Cc1ccc(C(=O)N2CCCC(C(F)(F)F)C2)cc1S(=O)(=O)N1CCCCC1 (stereo not given)
  -0.32	-1.1
(18) O=C(Cn1ccc([N+](=O)[O-])n1)Nc1nc2ccccc2s1
  -1.9	0.8
(19) CCOC(=O)C1CCCN(C(=O)c2cc(S(=O)(=O)N3CCCCC3)ccc2C)C1 (stereo not given)
  0.05	-1.1
(20) Oc1ccc(/C=N/n2c(-c3ccccc3)n[nH]c2=S)cc1
  -1	34*
(21) Cc1csc(NC(=O)c2c(-c3c(Cl)cccc3Cl)noc2C)n1
  -1.9	-0.7
(22) CCN(CC)C(=O)C(Sc1nnnn1-c1ccc(O)cc1)c1ccccc1 (stereo not given)
  0.41	-0.5
(23) CCCCNS(=O)(=O)c1ccc2nc(-c3cccnc3)cc(C(=O)NCC(OC)OC)c2c1
  0.64	-1.4
(24) S=C(Nc1ccc(Cl)cc1)N1CCN(Cc2ccccc2)CC1
  0.18	-0.9
(25) O=C(CN1CC(=O)Nc2ccccc21)NCCc1ccc(Cl)cc1Cl
  -1.8	0.5
(26) CCOC(=O)N1CCC(NC(=O)CCS(=O)(=O)c2ccc3c(c2)CCN3C(=O)CC)CC1
  -0.46	0.2
(27) COc1ccc(C2C(C#N)=C(N)Oc3cccc(O)c32)cc1 (stereo not given)
  -3.5	0.9
(28) Cc1ccccc1CSCCNC(=O)CCSc1ccccc1
  -3.1	0.6
(29) O=C(C1CC(=O)N(c2ccc3c(c2)OCCO3)C1)N1CCN(Cc2ccccc2F)CC1 (stereo not given)
  .	-1.0
(30) O=C(/C=C/c1ccc([N+](=O)[O-])cc1)NCc1ccc2c(c1)OCO2
  1.2	-0.8
(31) COc1ccc(CCN2CC34C=CC(O3)C(C(=O)NCc3ccccc3Cl)C4C2=O)cc1OC (stereo not given)
  -0.03	-2.5
(32) O=C(NCc1ccco1)Nc1ccc(OC(F)(F)F)cc1
  1.3	-0.5
(33) COc1ccccc1-n1nc(C)c(-c2ccccc2)c1N
  1.6	1.0
(34) COc1cccc(C2=CC(=O)CC(C)(C)C2)c1
  .	-1.6
(35) Brc1ccc(-c2nnc(-c3cccnc3)c3conc23)cc1
  -1.5	-0.4
(36) COc1ccc([C@H]2CC(=O)C=C(c3cc(C)ccc3F)C2)cc1
  .	-0.3
(37) O=S(=O)(c1ccccc1)c1nc(Nc2cccc(O)c2)sc1Cl
  -5.5*	-0.2
(38) Cc1cc(C)c(OCCN(C)C)c(Cl)c1
  -0.02	0.1
(39) O=C(O)C1Cc2[nH]cnc2C(c2cccc([N+](=O)[O-])c2)N1 (stereo not given)
  -0.73	-1.6
(40) CC1CCN(C(=O)COc2ccc(Nc3ccccc3)cc2)CC1
  -0.6	-1.9
(41) Cc1ccc(-c2[nH]ncc2/C=N/n2c(C)nc3ccccc3c2=O)cc1
  1.1	-0.2
(42) CCOC(=O)CSc1nc2ccc(N3CCOCC3)cc2c(=O)n1Cc1ccc2c(c1)OCO2
  -3.3	-0.4
(43) O=C(O)/C(=C\c1ccccc1OC(F)F)Sc1nnc(-c2ccc(F)cc2)o1
  -2.8	-1.2
(44) CCCCCCCCNC(=O)c1ccc(C)cc1
  -0.32	0.4
(45) CCN(CC)CCOC(=O)c1ccccc1Br
  0.05	-1.4
(46) Cc1ccc(-c2cc(C(=O)NCCN3CCOCC3)c3ccccc3n2)o1
  -0.47	0.0
(47) Cc1ccnc2nc(C(=O)N3CCN(S(=O)(=O)c4ccccc4)CC3)nn12
  -0.23	-0.8
(48) O=C(NCC1CC1)c1cc([N+](=O)[O-])cc([N+](=O)[O-])c1
  -0.26	-0.5
(49) O=C(c1cc(=O)c2cc(Cl)ccc2o1)N1CCN(Cc2ccccc2)CC1
  -0.83	-0.7
(50) c1ccc2nc(N3CCOCC3)cnc2c1
  2.4	-0.5
(51) CN(c1ccccc1)S(=O)(=O)c1cccc(NC(=O)CSc2nnc(N)s2)c1
  -2.3	-1.3
(52) Cc1ccc2cc3cc(C(=O)NCCCN4CC(C)CC(C)C4)oc3nc2c1 (stereo not given)
  0.05	-2.1
(53) O=C(CS(=O)(=O)Cc1ccccc1)N1CCc2ccccc21
  -0.78	-0.9
(54) Cc1sc2nc(SCC(=O)c3cc(C)n(CC4CCCO4)c3C)n(C(C)C)c(=O)c2c1C (stereo not given)
  0.08	-1.6
(55) CN1CCC(=C(c2ccccc2)c2ccc(Br)cc2)CC1
  -8.6*	-0.2
(56) COc1ccc(CC(=O)Nc2ccc(/C(C)=N\NC(=O)c3ccc(Br)o3)cc2)cc1
  -0.07	.
(57) COc1cccc(CN2CCN(Cc3cc(OC)c(OC)c(OC)c3)CC2)c1OC
  0.68	-0.8
(58) COc1ccccc1C(=O)NC(=O)CSc1nnc(SC)s1
  -0.54	0.1
(59) CCN(CC)C(=O)CSc1nnc(-n2nc(C)cc2C)c2ccccc12
  0.18	-0.6
(60) O=C1CC(/C=C/c2ccncc2)=Nc2ccccc2N1
  -1.1	0.2

Single records (already shown). Screens in order: Kir21 block	STK33 kinase inh
`CN1CCC(=C(c2ccccc2)c2ccc(Br)cc2)CC1` is entered as -8.6*	-0.2
`CCN(CC)C(=O)CSc1nnc(-n2nc(C)cc2C)c2ccccc12` is entered as 0.18	-0.6
`O=C1CC(/C=C/c2ccncc2)=Nc2ccccc2N1` is entered as -1.1	0.2
`COc1cccc(CN2CCN(Cc3cc(OC)c(OC)c(OC)c3)CC2)c1OC` is entered as 0.68	-0.8

Additional records follow.
Second line of a record: Kir21 block	STK33 kinase inh
(61) COC(=O)c1ccc2c(c1)N(Cc1ccccc1F)C(=O)c1ccccc1S2=O (stereo not given)
  1	3.9
(62) COc1cnc(SCC(=O)O)[nH]c1=O
  0.09	0.7
(63) C/C(CC(=O)Nc1ccc2c(c1)OCCO2)=N\NC(=O)COc1cccc(C)c1
  0.25	0.1
(64) COc1cc(C(=O)Nc2ccc(Cl)c([N+](=O)[O-])c2)cc(OC)c1OC
  1.6	1.9
(65) CC(C(=O)Nc1ccccc1C(=O)N1CCOCC1)N(c1ccc(Cl)cc1)S(C)(=O)=O (stereo not given)
  -0.9	0.3
(66) COc1ccc(-c2cc3cc(OC)c(OC)cc3c(C)n2)cc1
  0.02	0.0
(67) Cc1ccc(C(CC(=O)NCCCN(C)C)c2ccc(OC(C)C)cc2)cc1 (stereo not given)
  -1.2	-0.5
(68) CCNc1nnc(SCC(=O)N2c3ccccc3NC(=O)CC2C)s1 (stereo not given)
  .	0.0
(69) CC1(C)N=C(N)N=C(N)N1c1ccc(OCCCOc2ccccc2)c(Cl)c1
  -0.29	0.7
(70) CCS(=O)(=O)C1=NN2C(=N)/C(=C\c3ccc(OC(=O)c4ccco4)c(Br)c3)C(=O)N=C2S1
  -6.1*	2.7
(71) O=C([C@@H]1CCCN1C(=O)c1cccs1)N1CCN(S(=O)(=O)c2cccc(F)c2)CC1
  .	-2.2
(72) CCOC(=O)N1CCN(c2cc(C)c([N+](=O)[O-])cc2F)CC1
  0.09	0.6
(73) COc1cccc(CN(C)C(=O)CCNC(=O)c2ccc(Br)cc2)c1
  -0.24	-2.2
(74) Cc1cccc(Cc2c(C)nc3c(C(=O)NCc4ccco4)cnn3c2C)c1
  -0.14	-1.8
(75) CCn1c(N2CCN(C(=O)NC3CCCCC3)CC2)nc2ccccc21
  -1.5	-0.3
(76) O=C(c1cccc(S(=O)(=O)N2CCc3ccccc32)c1)N1CCCC(C(F)(F)F)C1 (stereo not given)
  -1	1.0
(77) Cc1cc(C(=O)OCC(=O)Nc2ccccc2Cl)c(C)o1
  .	-0.7
(78) CCOC(=O)c1nnn(-c2nonc2N)c1COc1ccccc1
  -0.62	-0.7
(79) Cc1[nH]nc2c1/C(=N/O)CC(c1ccccc1)C2 (stereo not given)
  -0.18	3.5
(80) Cc1ccc(NC(=O)COC(=O)Cc2csc(-c3ccc(Cl)cc3)n2)cc1C
  .	-2.5
(81) CCOC(=O)c1cn(Cc2ccccc2)nc1-c1ccccc1
  1.6	-0.2
(82) CCCN1CCN(CCCNC(=O)C2CCCN(c3nnc(-n4cccc4)s3)C2)CC1 (stereo not given)
  0.04	-1.0
(83) COc1ccc(C2CC(c3ccc(OC)c(OC)c3)=NN2S(C)(=O)=O)cc1 (stereo not given)
  -1.7	-1.0
(84) COc1ccc(CN(CC(O)COc2cccc3[nH]cc(C)c23)C(C)(C)C)cc1 (stereo not given)
  0.08	0.3
(85) CN(C(=O)COC(=O)c1cc(S(=O)(=O)N(C)C)ccc1Cl)C1CCS(=O)(=O)C1 (stereo not given)
  0.61	-1.6
(86) Cc1cc(C)c2cc(C#N)c(N3CCCC3)nc2c1
  .	1.7
(87) Cc1cccc(/C=N\NC(=O)c2ccccc2-n2cccc2)c1
  0.15	1.0
(88) Clc1cccc(Cl)c1COc1ccccc1CNn1cnnc1
  -0.77	-1.0
(89) CCOc1ccc(NC(=O)C(C)N2C(=O)c3ccccc3C2=O)cc1 (stereo not given)
  0.02	-1.1
(90) COc1ccc(NC(=O)O/N=C/c2ccccc2)cc1
  0.22	0.1
(91) CCOc1ccc(/C=N/NC(=O)CN2CCSCC2)cc1
  1.1	-0.9
(92) O=C(NCCCN1CCCC1=O)c1ccc2c(c1)ncn2C1CCCCC1
  -1.2	1.5
(93) CCn1c(C)cc(/C=C2/SC(=S)NC2=O)c1C
  -2.1	-1.5
(94) CCOc1ccc(OCC)c(S(=O)(=O)NCCOC23CC4CC(CC(C4)C2)C3)c1
  1.7	-0.7
(95) CCOc1cc(/C=C\c2[nH]c(=O)[nH]c(=O)c2[N+](=O)[O-])ccc1OC(C)CC (stereo not given)
  -0.1	-0.4
(96) CN(Cc1ccccc1)c1nc(-c2cccc([N+](=O)[O-])c2)nc2ccccc12
  0.96	.
(97) O=C(CCn1nc(-c2ccccc2)c2ccccc2c1=O)N1CCN(c2ccccc2)CC1
  -0.44	-1.0
(98) CCCCn1c(N)c(N(CC)C(=O)c2cccc(OC)c2)c(=O)[nH]c1=O
  0.67	-1.1
(99) COc1ccc(C(=O)Nc2ccc(Cn3ccnc3)cc2)cc1OC
  0.22	-1.5
(100) CCOc1ccccc1NC(=O)C(OC(=O)c1ccccc1NS(=O)(=O)c1cccs1)c1ccccc1 (stereo not given)
  -2.2	-0.1
(101) COc1cc(C(=O)c2ccccc2)c(OC)cc1C(=O)Nc1ccc(O)cc1
  -0.57	-1.1
(102) CCc1ccc(Oc2ncnc(N)c2[N+](=O)[O-])cc1
  0.11	-1.2
(103) COc1cc(C(C(=O)NCc2ccccc2)N(C(=O)c2snc(C(N)=O)c2N)C2CCCC2)cc(OC)c1OC (stereo not given)
  1.2	-0.8
(104) COc1ccc(OC)c(NS(=O)(=O)c2ccc3c(c2)CCC(=O)N3)c1
  0.98	1.3
(105) CCOC(=O)c1c(C)[nH]c(C(=O)COC(=O)c2ccc(N3CCCC3=O)cc2)c1C
  1.4	-0.4
(106) Cc1c(CCC(=O)O)c(=O)oc2cc(OCc3ccc(Br)cc3)ccc12
  -2.6	-1.0
(107) C[C@H](CO)N1C[C@H](C)[C@@H](CN(C)C(=O)Nc2ccccc2)Oc2c(NS(=O)(=O)c3ccc(F)cc3)cccc2C1=O
  .	2.1
(108) COc1cccc(-c2c(C(=O)N/N=C(\C)COc3ccccc3)nnn2-c2nonc2N)c1
  -0.03	-4.1
(109) CCOc1ccc(NC(=NCc2ccc3c(c2)OCO3)SC2CC(=O)N(c3ccc(C(=O)O)cc3)C2=O)cc1 (stereo not given)
  2	-2.2

3 entries picked at random from the list so far:
Second line of a record: Kir21 block	STK33 kinase inh
(108) COc1cccc(-c2c(C(=O)N/N=C(\C)COc3ccccc3)nnn2-c2nonc2N)c1
  -0.03	-4.1
(105) CCOC(=O)c1c(C)[nH]c(C(=O)COC(=O)c2ccc(N3CCCC3=O)cc2)c1C
  1.4	-0.4
(106) Cc1c(CCC(=O)O)c(=O)oc2cc(OCc3ccc(Br)cc3)ccc12
  -2.6	-1.0
